IDH1 R132H inh: inhibitors of human mutant IDH1 R132H | O75874 | IDH1-R132H enzyme, NADPH consumption, diaphorase/resazurin fluorescence | Potency, µM (series often up to 76.6 µM), inactives show top-dose activity change, negative = inhibition, hits mostly inhibitors | 0.093% of 390,000 active; also: % is scaled to controls: 0 for no effect and ±100 for the full control effect; nearly all actives have a fitted effect of over 65% in size
Target sequence (O75874 whole entry R132H, stated change not applied): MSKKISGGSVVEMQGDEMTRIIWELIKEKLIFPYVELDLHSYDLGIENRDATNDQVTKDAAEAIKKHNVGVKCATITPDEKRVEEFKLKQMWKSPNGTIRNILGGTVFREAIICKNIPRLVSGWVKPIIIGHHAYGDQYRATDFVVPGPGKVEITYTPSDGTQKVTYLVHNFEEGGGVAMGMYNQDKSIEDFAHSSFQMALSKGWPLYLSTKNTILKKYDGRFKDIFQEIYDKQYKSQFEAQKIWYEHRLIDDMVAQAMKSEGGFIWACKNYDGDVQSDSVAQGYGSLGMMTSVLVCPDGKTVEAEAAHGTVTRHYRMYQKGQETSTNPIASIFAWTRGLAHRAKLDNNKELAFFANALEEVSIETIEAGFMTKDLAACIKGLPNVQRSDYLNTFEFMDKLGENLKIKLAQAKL
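IDH1-R132H (0.5 ug/mL) preincubated 30 min with compound, then NADPH (0.016 mM) and alpha-KG (2 mM) added; 80 min at RT, pH 7.5. Remaining NADPH coupled via diaphorase/resazurin to fluorescence (540/590 nm); concentration-response curves normalized to no-enzyme control.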
RXFP1 ag: agonists of human relaxin receptor RXFP1. Potency, µM (top dose mostly 57.5 µM), inactives show at the top dose activation, hits mostly activators. Q9HBX9. HEK293T-RXFP1 cAMP TR-FRET, 30 min; response scale: percent of porcine relaxin response, buffer zero. AID 2676. 0.3% of 370,000 active; also: % is scaled to controls: 0 for no effect and ±100 for the full control effect; nearly all actives have a fitted effect of over 60% in size; many of its hits are not listed in these tables
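HEK293 cells stably expressing RXFP1, treated 30 min at 37C with compounds plus PDE4 inhibitor Ro 20174; cAMP measured by HTRF TR-FRET. Normalized to buffer and 29 nM porcine relaxin; EC50 by Hill fit.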
TrxR1 substrate: rat thioredoxin reductase 1 substrate activity; AID 588456; purified TrxR1 substrate turnover, NADPH consumption readout; 0.01% of 390,000 active; Potency, µM (highest dose often 114 µM), inactives show top-dose activity change, negative = substrate turnover; also: % is scaled to controls: 0 for no effect and ±100 for the full control effect; nearly all actives have a fitted effect of over 50% in size
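Rat TrxR1, dispensed at 90 nM, was prereduced with 400 uM NADPH (final) for 5 min at ~22 deg C, then incubated with compound 15 min before 400 uM selenite. A first-read NADPH fluorescence drop versus no-compound background flagged substrates.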
Vif-A3F inh: Vif-A3F binding inhibition; HeLa A3F-eYFP + Vif (tagged APOBEC3F with the HIV-1 protein that degrades it), YFP fluorescence increase; Potency, µM (top dose mostly 46.1 µM), for inactives: at the highest dose activity, negative = active; 0.2% of 390,000 active; AID 602313; also: % of control where 0% means no effect; nearly all actives have a fitted effect of over 65% in size
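HeLa cells stably expressing A3F-eYFP plus Vif, plated and incubated overnight at 37 deg C, then exposed to compounds overnight at 37 deg C. Blocked degradation read as raised yellow fluorescence (Ex 488/Em 500-530).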
12-LOX inh: inhibitors of human 12S-lipoxygenase ALOX12. P18054. purified 12hLO, xylenol orange hydroperoxide absorbance. Potency, µM (doses to about 108 µM), for inactives: at the highest dose activity change, negative = inhibition, most hits filed as inhibitors. 1.1% of 580,000 active; also: % is scaled to controls: 0 for no effect and ±100 for the full control effect
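Purified human 12hLO (150 nM final) in 25 mM Hepes, 0.01% Triton X-100, pH 7.0 was preincubated 15 min at room temperature with compound. Then 40 uM arachidonic acid was added, 30 min. Hydroperoxide was read by Fe-XO absorbance ratio 573/405 nm.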
Vif-APOBEC3G blk: inhibitors of Vif-APOBEC3G interaction | Q9HC16 | HeLa A3G-eYFP + Vif (tagged APOBEC3G with the HIV-1 protein that degrades it), YFP fluorescence, overnight | Potency, µM (doses to about 46.1 µM), inactives show at the highest dose activity, negative = active, most hits filed as inhibitors | 0.076% of 410,000 active;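 also: % is scaled to controls: 0 for no effect and ±100 for the full control effect; nearly all actives have a fitted effect of over 60% in size; hits raise eYFP signal because A3G escapes Vif-driven loss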
Target sequence (Q9HC16 whole entry, looked up): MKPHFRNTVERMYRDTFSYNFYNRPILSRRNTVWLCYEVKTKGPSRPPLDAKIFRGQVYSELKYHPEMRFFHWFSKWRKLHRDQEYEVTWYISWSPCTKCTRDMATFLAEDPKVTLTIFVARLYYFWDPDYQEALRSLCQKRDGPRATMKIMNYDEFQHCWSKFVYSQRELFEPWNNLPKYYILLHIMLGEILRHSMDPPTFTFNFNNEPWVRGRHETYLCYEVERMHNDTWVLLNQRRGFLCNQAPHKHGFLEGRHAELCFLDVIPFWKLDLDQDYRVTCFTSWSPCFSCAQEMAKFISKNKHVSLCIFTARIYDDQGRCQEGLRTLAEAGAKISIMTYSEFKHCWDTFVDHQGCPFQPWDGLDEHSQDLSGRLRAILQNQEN
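HeLa cells stably expressing Vif and C-terminally eYFP-tagged A3G, seeded overnight at 37 deg C, then exposed to compound by pintool overnight at 37 deg C. Rise in yellow fluorescence (Ex 488/Em 500-530, Acumen) marks blocked Vif-driven A3G degradation.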
rTrxR1 inhibitor: rat TrxR1 inhibition; O89049; AID 588453; 1% of 390,000 active; Potency, µM (top dose mostly 114 µM), inactives show top-dose activity change, negative = inhibition, most hits filed as inhibitors; recombinant rTrxR1, NADPH fluorescence consumption, selenite substrate; also: % is scaled to controls: 0 for no effect and ±100 for the full control effect; nearly all actives have a fitted effect of over 65% in size
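Rat TrxR1 (90 nM in the dispensed reagent) was pre-reduced with 400 uM NADPH for 5 min at room temperature, then incubated with compound for 15 min. After 400 uM selenite was added, NADPH fluorescence (Ex 340/Em 450 nm) was followed for 8 min.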
USP1-UAF1 inh: blocks the human USP1/UAF1 deubiquitinase complex; AID 743255; Potency, µM (top dose mostly 57.1 µM), for inactives: at the top dose activity change, negative = inhibition, hits mostly inhibitors; 0.23% of 390,000 active; recombinant USP1/UAF1, Ub-Rhodamine cleavage fluorescence; O94782; also: % is scaled to controls: 0 for no effect and ±100 for the full control effect; nearly all actives have a fitted effect of over 60% in size; inactives centre near -12
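1 nM enzyme complex + cpd, 15 min RT; start with Ub-Rho 150nM final; kinetic fluorescence ex 480/em 540, 6 reads q60 s. Buffer 50mM HEPES pH 7.8, 0.5mM EDTA, 0.1 mg/ml BSA, 1mM TCEP, 0.01% Tween-20.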
RGS4 inh: human RGS4 inhibition; Transcreener GDP fluorescence polarization, RGS4-accelerated GTP hydrolysis; Potency, µM (titrated, usually from 114 µM), for the others: top-dose activity change, negative = inhibition, actives largely listed as inhibitors; 0.039% of 390,000 active; AID 504845; also: % is scaled to controls: 0 for no effect and ±100 for the full control effect; nearly all actives have a fitted effect of over 75% in size; some results filed as inactive show a strong effect at the top dose
Target sequence (P49798 whole entry, looked up): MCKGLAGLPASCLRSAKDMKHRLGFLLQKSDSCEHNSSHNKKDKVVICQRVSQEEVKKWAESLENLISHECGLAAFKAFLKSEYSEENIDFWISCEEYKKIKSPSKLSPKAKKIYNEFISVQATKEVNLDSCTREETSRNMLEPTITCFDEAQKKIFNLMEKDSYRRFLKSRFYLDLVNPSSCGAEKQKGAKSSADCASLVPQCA
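MLSMR compounds (23 nl, pin-transferred) preincubated 10 min at room temperature with a 500nM (2x) first reagent, then RGS4 at 900nM (2x) plus Transcreener GDP mix added; fluorescence polarization (620/688 nm) read before and after 90 min at 30 °C.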
Starred values were filed as active, the others as inactive; u = inconclusive; x = not tested or not shown; & = joins results of further samples; [ ] = dose if it differs, or a comment. Calls follow the shape of the dose curve; as a rule, active = well fitted curve in the direction sought with a large enough effect; inconclusive = small, poorly fitted or top-dose-only effect, or another doubt; inactive = no such curve, though single readings can be large; an effect the other way counts as inactive or inconclusive. Potency is read from the fitted curve at half-maximal effect. Not all compounds are listed (hit frequency here may not be typical).

SMILES | IDH1 R132H inh | RXFP1 ag | TrxR1 substrate | Vif-A3F inh | 12-LOX inh | Vif-APOBEC3G blk | rTrxR1 inhibitor | USP1-UAF1 inh | RGS4 inh
Cc1ccc(S(=O)(=O)NN2C(=O)/C(=C/c3cccnc3)SC2=S)cc1 | -7% | 1.4% | -5% | 5% | u | -5% | -12% | -8% | -36%
Cc1cccc(NC(=O)C2CCCN(S(=O)(=O)c3c(C)[nH]c(=O)[nH]c3=O)C2)c1C (configuration not stated) | 3% | 1.4% | -7% | -3% | -10% | 5% | -4% | -6% | 16%
COCCNC(=O)CN1c2ccccc2CC1C (configuration not stated) | -1% | -2.0% | -2% | x | 0%[57.4 µM] | 1% | -10% | 1% | -1%
O=C(COC(=O)c1cccc2ccccc12)Nc1cccnc1Cl | 0% | 1.4% | 14% | 0% | -20% | -2% | -8% | -11% | 1%
Cc1ccc(NS(=O)(=O)c2cc(OCC(N)=O)c(C)cc2Cl)cc1 | 5% | -1.9% | 9%[57.1 µM] | 0% | -27% | 0% | 4%[57.1 µM] | -5% | 13%
C/C(=N\NC(=O)CCC(=O)NCc1ccccc1)c1ccc([N+](=O)[O-])cc1 | -3% | x | -2% | 2% | 9% | -2% | 11% | -11% | -13%
O=C(NCc1cccs1)C1CCN(S(=O)(=O)c2cccc([N+](=O)[O-])c2)CC1 | -2% | -1.1% | 7% | 1% | u | -7% | 3% | -16% | 5%
Cc1cc(C)n(-c2nnc(Cl)c3ccccc23)n1 | 20% | -1.6% | 5%[57.1 µM] | -23% | 0% | -2% | 8% | -21% | -8%
O=C(NCc1ccccn1)Nc1ccc(Cl)cc1 | -3% | x | -26% | 8% | 0% | -1% | 1% | -12% | -9%
Cc1ccc(C(C)C)c(OC(C)C(=O)NCC2(N(C)C)CCCCC2)c1 (configuration not stated) | 12% | -3.9% | -9% | -3% | -12% | -3% | -1% | -21% | 19%
CCC(C)[C@H](NC(=O)NC1CC1)C(=O)O (some centres not stated) | -3% | -1.6% | 7% | -4% | 7% | -2% | 12% | -2% | -7%
Cc1ccc(-c2nc3ncccc3o2)cc1N | 3% | 10% | -5% | 0% | 0% | -5% | -2% | -2% | -19%
Cc1ccc(CN2CCN(CC(=O)O)C2=O)cc1 | -3% | -0.5% | 4% | 15% | -4% | 0% | 10%[57.1 µM] | -14% | 19%
C=C(C)CNC(=S)NNC(=O)CCn1c2ccccc2c2ccccc21 | 7% | 2.6% | -11% | 2% | u | 4% | -18% | -18% | -21%
Cc1ccc(/C=C/c2onc(C)c2S(=O)(=O)N2CCC(C(=O)Nc3ccccc3C(F)(F)F)CC2)cc1 | -4% | 0.0% | 3%[57.1 µM] | -1% | -11% | 2% | 11%[57.1 µM] | -16% | 19%
C=C(C)c1cccc(C(C)(C)NC(=O)N2CCOCC2)c1 | 7% | 0.9% | -1% | -6% | -15% | 1% | 7% | -7% | -7%
CCCCN1C(=O)C(NC(=O)c2ccc(C(C)(C)C)cc2)(C(F)(F)F)C(C(=O)OC)=C1C (configuration not stated) | -9% | 0.4% | -4% | 3% | -5%&-30% | 0% | 19%[11.4 µM] | u | 0%
O=C(COC(=O)c1cnccn1)NCCc1ccc(Cl)cc1 | -1% | 1.1% | 4% | 3% | -14% | -1% | 18% | -11% | 7%
CC(C)(C)NC(=O)C12CC3CC(CC(Cl)(C3)C1)C2 | -6% | 2.8% | 4%[57.1 µM] | -9% | 1% | 1% | 23%[57.1 µM] | -3% | -2%
O=C(COC(=O)c1c(Cl)ccc(Cl)c1Cl)NC(=O)NCc1ccccc1 | -5% | 0.2% | -3% | 2% | -12% | 0% | -2% | -5% | -4%
CC(C)NC(=O)N(C)C[C@H]1Oc2ncc(Br)cc2C(=O)N([C@H](C)CO)C[C@@H]1C | 1% | x | x | -14% | -9% | 4% | x | -18% | x
Nc1ccc(SCCN2C(=O)c3ccccc3C2=O)cc1 | 10% | 0.6% | 1% | -5% | 0% | 1% | -5% | -13% | 9%
Cc1c(C(=O)OCC2CCCCC2)[nH]c2c1C(=O)CC(c1ccc(Cl)cc1)C2 (configuration not stated) | -14% | 2.5% | -6% | 4% | -7% | 1% | 9% | 24% | 8%
CCCSC1=N/C(=C\C=C\c2ccco2)C(=O)S1 | 0% | 1.3% | -5% | 0% | u | -1% | u | -16% | u
N/C(=N\OC(=O)c1cc(Br)ccc1Cl)c1cccnc1 | -1% | 2.9% | -2% | 1% | u | -8% | 1% | -18% | 8%
COc1ccc(NC(=S)N2CCN(S(=O)(=O)c3ccc(F)cc3)CC2)cc1 | 0% | -0.1% | -7% | -10% | 0% | 2% | -4% | -27% | -30%
CCOC(=O)N1CCN(C(=O)CN(Cc2ccc(Cl)cc2)S(=O)(=O)c2ccccc2)CC1 | 4% | 0.1% | -4% | 1% | -25% | 1% | 4% | -10% | -10%
CCOc1ccc(NS(=O)(=O)c2ccc3c(c2)CCN3C(=O)C2CCC2)cc1 | -1% | 0.7% | 4%[57.1 µM] | 0% | -11% | 0% | 28% | -15% | -14%
COc1ccc(N2CCN(Cc3nc4c(c(=O)[nH]c(=O)n4C)n3Cc3ccc(C)cc3)CC2)cc1 | 6% | -0.9% | -2% | 2% | u | 3% | -3% | 11% | 1%
CC(=O)Nc1ccc(NC(=O)C(C)Sc2n[nH]c(-c3cccs3)n2)cc1 (configuration not stated) | 1% | -0.7% | 0% | 11% | -1% | 0% | 20% | -14% | 23%
CN1CCN(NC(=O)c2ccc(COc3ccccc3Br)o2)CC1 | 15% | -0.6% | 0% | 8% | 0% | -4% | 9% | -17% | 6%
Cc1c(OC(C)C(=O)NCCN2CCOCC2)ccc2c(-c3ccccc3)cc(=O)oc12 (configuration not stated) | -7% | 3.6% | -1% | 5% | -10% | 2% | 25% | -12% | 12%
O=C(Nc1ccc(F)cc1F)c1ccc(CN2CC(=O)N3CCCCC3C2=O)cc1 (configuration not stated) | 11% | 0.4% | 3%[57.1 µM] | 5% | -16% | 3% | 13%[57.1 µM] | -4% | -26%
CC(C)CNC(=O)CCCSc1nc2ccccc2[nH]1 | 3% | 0.5% | 2% | -6% | -2% | 4% | 7% | -19% | 23%
Nc1ncccc1OCc1cccc(C(F)(F)F)c1 | 3% | -1.1% | -3%[57.1 µM] | 1% | 7% | -7% | 1%[57.1 µM] | 5% | 4%
COc1ccc(C(=O)C2CCN(CC(=O)Nc3ccc(OC)cc3OC)CC2)cc1 | -12% | -1.6% | -4%[57.1 µM] | 17% | 1% | -1% | 16%[0.0914 µM] | -16% | -18%
CS/C(=C\C(=O)c1ccco1)Nc1ccccc1Cl | 4% | 4.0% | 8%[57.1 µM] | -2% | 65%[activator] | -25% | 10%[11.4 µM] | u | -5%
CC1CCN(C(=O)c2ccc3c(c2)C(=O)c2ccccc2-3)CC1 | -5% | x | x | -8% | 3% | -7% | x | 0% | x
C=C(C)[C@H]1CC=C(C)/C(=N/NC(=O)CNc2ccccc2OC)C1 | -1% | -0.7% | -1%[57.1 µM] | -10% | 14% | 3% | 16%[57.1 µM] | -1% | -15%
O=C(NCc1ccccn1)c1cccn1-c1ncc(C(F)(F)F)cc1Cl | 13% | -2.6% | 11%[57.1 µM] | -4% | 25% | 1% | 33%[activator][57.1 µM] | -7% | 15%
COc1cccc(-c2cc(C(F)(F)F)nc(NCc3ccco3)n2)c1 | 6% | 0.3% | 1% | -2% | -6% | -7% | -6% | -16% | u
O=c1cc(N2CCN(Cc3ccccc3)CC2)c(-c2ccccc2)n[nH]1 | 3% | 2.7% | 5% | 0% | 4% | -7% | 11% | -11% | -16%
CC(=O)c1ccc(OCCCCOc2ccc(C(C)=O)cc2)cc1 | -5% | 0.2% | 1% | -26% | 0% | 1% | 11% | -13% | -30%
CCN(CC)S(=O)(=O)c1ccc(O)c(NC(=O)c2ccc(N3CCOCC3)c([N+](=O)[O-])c2)c1 | 4% | 6.6% | -3% | -8% | -25% | -2% | -2% | -5% | -20%
O=C(Nc1ccc(N2CCOCC2)cc1)c1ccc(Cl)cc1N1CCCC1=O | 12% | 0.3% | -3% | 3% | 114% | -2% | -4% | -22% | -18%
CN(CC(=O)Nc1ccc(C#N)cc1)CC(=O)Nc1ccc(N2CCOCC2)cc1 | 5% | 1.6% | 1% | 7% | -15% | -5% | 13% | 2% | 2%
O=C(CSc1nnc(NC(=O)C2CC2)s1)Nc1cccc(F)c1 | 0% | -0.4% | -8% | -1% | -15% | -3% | -7% | -13% | 1%

As entered above:
C=C(C)[C@H]1CC=C(C)/C(=N/NC(=O)CNc2ccccc2OC)C1 in Vif-APOBEC3G blk shows 3%
CC(=O)c1ccc(OCCCCOc2ccc(C(C)=O)cc2)cc1 in Vif-APOBEC3G blk shows 1%
CS/C(=C\C(=O)c1ccco1)Nc1ccccc1Cl in IDH1 R132H inh shows 4%
